Sm TGR inh: blocks Schistosoma mansoni thioredoxin glutathione reductase. Q962Y6. purified TGR, DTNB reduction, TNB absorbance 405 nm. Potency, µM (titrated, usually from 114 µM), inactives show at the highest dose activity change, negative = inhibition, usual class: inhibitors. 3% of 360,000 active; further: potency means the concentration at half of the fitted maximal effect; nearly all actives have a fitted effect of over 60% in size
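TGR 20 nM + NADPH 100 uM (dispensed conc.), cpd preinc 15 min RT; start with NADPH (500 uM addition) then DTNB (15 mM addition). Kinetic TNB absorbance, 405 nm filter. Four-parameter Hill fit across titration.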
FBPA Giardia inh: Giardia lamblia aldolase inhibition | A8B2U2 | purified Giardia FBPA | Potency, µM (series often up to 59.6 µM), for inactives: top-dose activity, negative = inhibition, most hits filed as inhibitors | 0.71% of 290,000 active; further: potency means the concentration at half of the fitted maximal effect; nearly all actives have a fitted effect of over 55% in size
Target sequence (A8B2U2 whole entry, looked up): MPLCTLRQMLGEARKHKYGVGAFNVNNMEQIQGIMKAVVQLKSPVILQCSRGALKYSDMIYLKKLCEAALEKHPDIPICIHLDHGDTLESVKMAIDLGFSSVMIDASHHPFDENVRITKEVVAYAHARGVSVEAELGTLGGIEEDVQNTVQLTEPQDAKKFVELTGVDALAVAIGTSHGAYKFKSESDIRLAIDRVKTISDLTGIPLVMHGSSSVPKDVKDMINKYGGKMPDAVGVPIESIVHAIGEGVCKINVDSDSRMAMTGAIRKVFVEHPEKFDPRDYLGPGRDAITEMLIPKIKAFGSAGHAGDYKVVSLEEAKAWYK
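Giardia FBPA (40 nM reagent) was preincubated 10 min at RT with compound (up to 57.5 uM final), then substrate plus GAPDH/TPI/NAD/arsenate coupling system with diaphorase/resazurin was added; resorufin fluorescence (525/598 nm) was read after 20 min.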
AMA1 RON2 block: AMA1-RON2 (P. falciparum) interaction inhibition; AlphaScreen AMA1-biotinylated RON2 peptide binding; Potency, µM (doses to about 58.2 µM), for the others: at the top dose activity change, negative = inhibition, hits mostly inhibitors; 0.2% of 360,000 active; AID 720542;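 further: potency means the concentration at half of the fitted maximal effect; 0% = vehicle wells and -100% = peptide control; nearly all actives have a fitted effect of over 45% in size; some results filed as inactive show a strong effect at the top dose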
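AMA1 (3D7) with his tag at 25 nM final met compounds first, then biotinylated RON2 peptide at 25 nM; detection used donor plus acceptor beads, 10 µg/mL apiece, read by AlphaScreen after 30 min at room temperature.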
HCV inhibitor: HCV inhibition; Huh7.5.1 HCVcc-Cre infection, luciferase reporter, 44 h; Potency, µM (series often up to 41.8 µM), for the others: top-dose activity change, negative = inhibition, usual class: inhibitors; 3.4% of 340,000 active; further: potency means the concentration at half of the fitted maximal effect
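Infectious HCV cell culture screen: compound-treated cells (1,000/well, pre-plated 4 h) are infected with HCVcc-Cre at roughly 0.5 moi and grown 44 h. Infection is quantified by luciferase signal after 15 min substrate incubation at room temperature.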
AmpC inh detg: blocks E. coli AmpC beta-lactamase in detergent assay; Potency, µM (highest dose often 114 µM), inactives show at the highest dose activity change, negative = inhibition, most hits filed as inhibitors; AmpC hydrolysis of nitrocefin, absorbance 480 nm, 0.01% Triton; 0.041% of 370,000 active; P00811;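 further: potency means the concentration at half of the fitted maximal effect; 0% = no-compound wells and -100% = no-enzyme wells; nearly all actives have a fitted effect of over 25% in size; some results filed as inactive show a strong effect at the top dose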
Target sequence (P00811 whole entry, looked up): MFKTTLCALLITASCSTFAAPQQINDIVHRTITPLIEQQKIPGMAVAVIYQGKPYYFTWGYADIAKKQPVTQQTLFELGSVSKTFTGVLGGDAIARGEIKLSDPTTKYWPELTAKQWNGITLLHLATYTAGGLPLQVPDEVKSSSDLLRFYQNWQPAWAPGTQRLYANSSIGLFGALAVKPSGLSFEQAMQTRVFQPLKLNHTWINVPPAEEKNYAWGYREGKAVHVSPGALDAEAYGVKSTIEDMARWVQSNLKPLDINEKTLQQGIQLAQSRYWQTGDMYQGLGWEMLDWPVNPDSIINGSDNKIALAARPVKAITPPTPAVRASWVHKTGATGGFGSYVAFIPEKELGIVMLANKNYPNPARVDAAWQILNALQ
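AmpC (5.3 nM in the dispensed reagent) in 20 mM phosphate pH 7.0 with 0.01% (detergent screen) or 0.0001% Triton X-100 was preincubated with compounds for 15 min at room temperature. Nitrocefin was then added from an 800 uM solution, and hydrolysis was followed at 480 nm.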
HCMV inh: human cytomegalovirus inhibition. HFF cells, HCMV-luciferase reporter, 72 h; active compounds read low. activity change, negative = inhibition, % at 57.5 µM. 4.5% of 410,000 active. AID 1259415; in the data active means activity change below about -60%; inconclusive means no clear call, values can overlap the other calls; inactive means above about -39%
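HFF cells seeded 16 h at 37C, treated with compounds, infected with luciferase-reporter HCMV at MOI 1 PFU/cell; luciferase read at 72 h post infection, normalized to buffer-only and Salinomycin controls.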
Active calls of the source: *; ? = inconclusive; nt = not tested or not shown; & = joins results of further samples; [ ] = remark or other dose. Unless noted, the call rests on the fitted dose curve; in most records, active means well fitted curve in the direction sought with a large enough effect; inconclusive means small, poorly fitted or top-dose-only effect, or another doubt; inactive means no such curve, though single readings can be large; an effect the other way counts as inactive or inconclusive. Unless noted, on the % scale 0 is the no-effect control and ±100 the full control effect.

Screens in order – Sm TGR inh | FBPA Giardia inh | AMA1 RON2 block | HCV inhibitor | AmpC inh detg | HCMV inh
1. CCOc1cc(/C=C2/NC(=O)N(Cc3ccccc3F)C2=O)ccc1O
  ? | -4% | 0% | 10µM* | -5% | -61*
2. COCCNC(=O)C(C)N(c1ccc(Oc2ccccc2)cc1)S(C)(=O)=O (centres undefined)
  4% | -1% | -1% | 2% | 1% | -15
3. O=c1c2c3nc4ccccc4nc3n(/N=C/c3ccccn3)c2ncn1-c1ccccc1
  -14% | 1% | 87%[activator] | -85% | 2% | -27
4. CC1CN(C2CCCCC2)C(=S)N(c2ccccc2)C1=O (centres undefined)
  nt | nt | -9% | 8% | nt | -35
5. CCOC(=O)c1c2c3c(cccc3[nH]c1=O)C(=O)c1ccccc1-2
  2% | 1% | 3% | -12% | -8% | 55
6. COc1ccc(N2C(=O)Cc3c2nc(N)c(C#N)c3N)cc1
  3% | 2% | 22% | 14% | 9% | -2
7. CCc1ccc(C(=O)NNC(=O)c2cccc(S(=O)(=O)N3CCN(C)CC3)c2)cc1
  -14% | nt | 2% | -13% | 0% | -5
8. Cn1cc(C(=O)N/N=C/c2ccc([N+](=O)[O-])cc2)c2ccccc21
  -1% | 2% | -4% | 4% | -3% | -16
9. O=S(=O)(c1ccc(Cl)cc1)N1CCN(c2nc(-c3cccs3)nc3ccccc23)CC1
  -3% | 1% | 7%[11.6 µM] | -16%&-2%&24% | -9% | 13
10. Cc1cc(OC(C)C(=O)NCC2CCCO2)cc(C)c1Cl (centres undefined)
  1% | nt | 11% | -13% | -3% | -3
11. COc1ccccc1NS(=O)(=O)c1cc(NC(=O)c2ccc(=O)[nH]c2)ccc1N1CCOCC1
  -1% | -1% | -5%[2.32 µM] | ? | 1% | -14
12. COCCn1c(SCc2ccccc2F)nc2c([nH]c3ccccc32)c1=O
  6% | nt | nt | nt | 2% | 18
13. CCOc1ccc(NC(=O)Nc2ccc(NC(C)=O)cc2)cc1
  0% | 6% | 3% | -6% | 9% | -18
14. CC(C)c1ccc(CNC(=O)c2ccc(N3CCCC3)c(NC(=O)NCc3ccc(F)cc3)c2)cc1
  3% | nt | nt | nt | 9% | -20
15. O=C(N[C@@H](c1ccccc1)[C@H](O)c1ccccc1)[C@@H]1CCCN1C(=O)OCc1ccccc1
  nt | -2% | -2% | 19% | nt | 4
16. O=C(CCSc1ccc(Br)cc1)c1ccc(O)cc1
  2.5µM* | 0% | -3% | -3% | -9% | -31
17. CCn1ncc(Br)c1C(=O)Nc1ccc(-c2ccno2)cc1
  -3% | nt | -12% | 6% | 1% | -14
18. Nc1nc(=S)n(-c2ccccc2)[nH]1
  -11% | 7.1µM* | 43%[activator] | 10% | -2% | -18
19. O=C(NCCc1ccccc1)c1ccc2c(c1)S(=O)(=O)c1ccccc1C2=O
  nt | nt | -13% | -23% | nt | 13
20. Cc1ccc(N(CC(=O)NCc2ccc3c(c2)OCO3)S(C)(=O)=O)cc1
  -2% | -1% | -7% | -1% | ? | 58
21. CCOC(CNCc1cc(C)c2[nH]c3ccccc3c2c1C)OCC
  nt | nt | -23% | 1.8µM* | nt | ?
22. COC(=O)c1cccc(CSc2nc(-c3ccccc3)c(C#N)c(=O)[nH]2)c1
  -1% | 9% | -4% | 14% | -7% | 8
23. CCN(CC)C(=O)CNC(=S)N(CCCN1CCOCC1)Cc1cccs1
  3% | 3% | 21% | -6% | -9% | -18
24. Cc1nn(C(=O)c2ccccc2)c(C)c1S(=O)(=O)N1CCCCCC1
  -2% | nt | nt | nt | 2% | 12
25. O=C(/C=C/c1ccccc1Cl)Nc1ccc(S(=O)(=O)Nc2ncccn2)cc1
  6% | 2% | 2% | 15% | 4% | 0
26. CCOc1ncccc1C(=O)OCC(=O)c1ccccc1
  4% | 3% | 6% | 5% | -6% | -12
27. COC(=O)/C=C/C1=CN(Cc2ccccc2)CCC1=O
  nt | nt | 1% | -11% | nt | -12
28. COc1ccccc1C(=O)COC(=O)Cc1c[nH]c2ccccc12
  0% | nt | 17% | ? | -7% | -21
29. CCc1noc(C)c1C(=O)OCC(=O)NCc1ccccc1OC
  -12% | nt | 12% | -10% | -1% | 0
30. CCOc1ccc(C(=O)N[C@H](C(=O)O)C(C)C)cc1
  5% | 3% | 8% | 11% | ? | 20

Ordered by formula weight (low to high): some entries from above.
Screens in order – Sm TGR inh | FBPA Giardia inh | AMA1 RON2 block | HCV inhibitor | AmpC inh detg | HCMV inh
18. Nc1nc(=S)n(-c2ccccc2)[nH]1
  -11% | 7.1µM* | 43%[activator] | 10% | -2% | -18
8. Cn1cc(C(=O)N/N=C/c2ccc([N+](=O)[O-])cc2)c2ccccc21
  -1% | 2% | -4% | 4% | -3% | -16
16. O=C(CCSc1ccc(Br)cc1)c1ccc(O)cc1
  2.5µM* | 0% | -3% | -3% | -9% | -31
21. CCOC(CNCc1cc(C)c2[nH]c3ccccc3c2c1C)OCC
  nt | nt | -23% | 1.8µM* | nt | ?
1. CCOc1cc(/C=C2/NC(=O)N(Cc3ccccc3F)C2=O)ccc1O
  ? | -4% | 0% | 10µM* | -5% | -61*
17. CCn1ncc(Br)c1C(=O)Nc1ccc(-c2ccno2)cc1
  -3% | nt | -12% | 6% | 1% | -14
22. COC(=O)c1cccc(CSc2nc(-c3ccccc3)c(C#N)c(=O)[nH]2)c1
  -1% | 9% | -4% | 14% | -7% | 8
12. COCCn1c(SCc2ccccc2F)nc2c([nH]c3ccccc32)c1=O
  6% | nt | nt | nt | 2% | 18
2. COCCNC(=O)C(C)N(c1ccc(Oc2ccccc2)cc1)S(C)(=O)=O (centres undefined)
  4% | -1% | -1% | 2% | 1% | -15
23. CCN(CC)C(=O)CNC(=S)N(CCCN1CCOCC1)Cc1cccs1
  3% | 3% | 21% | -6% | -9% | -18
25. O=C(/C=C/c1ccccc1Cl)Nc1ccc(S(=O)(=O)Nc2ncccn2)cc1
  6% | 2% | 2% | 15% | 4% | 0
3. O=c1c2c3nc4ccccc4nc3n(/N=C/c3ccccn3)c2ncn1-c1ccccc1
  -14% | 1% | 87%[activator] | -85% | 2% | -27
11. COc1ccccc1NS(=O)(=O)c1cc(NC(=O)c2ccc(=O)[nH]c2)ccc1N1CCOCC1
  -1% | -1% | -5%[2.32 µM] | ? | 1% | -14
14. CC(C)c1ccc(CNC(=O)c2ccc(N3CCCC3)c(NC(=O)NCc3ccc(F)cc3)c2)cc1
  3% | nt | nt | nt | 9% | -20

Next results.
Screens in order – Sm TGR inh | FBPA Giardia inh | AMA1 RON2 block | HCV inhibitor | AmpC inh detg | HCMV inh
31. CCOC(=O)C1CCCN(Cc2cn3c(-c4ccc(Br)cc4)nnc3s2)C1 (centres undefined)
  8% | nt | nt | nt | 7% | 14
32. CC(C)CCNC(=O)CSc1nc2ccccc2s1
  -7% | 21% | -6% | 11% | -4% | -19
33. CC(=O)c1cccc(OC(=O)c2ccccc2)c1
  nt | nt | 21% | 20% | nt | -4
34. Cc1onc(-c2ccccc2Cl)c1C(=O)NNC(=O)c1ccccc1F
  4% | -5% | 83%[activator] | 7% | -5% | -6
35. Cc1ccc(NS(=O)(=O)c2ccc(C(=O)N3CCCN(C)CC3)cc2)cc1
  -4% | 1% | 6% | ? | ? | -7
36. Cc1ccc(/C=C/C(=O)OCC(=O)NCCN2C(=O)CSC2=O)o1
  25µM* | 3% | -2% | ? | 5% | 78
37. Cc1ccc(CCNC(=O)C2CCC(=O)N(CC3CCCCC3)C2)cc1 (centres undefined)
  4% | -7% | -3% | 14% | -2% | 6
38. CC1=NN(C(N)=S)C(=O)C1N=Nc1cccc(Cl)c1C (centres undefined)
  -20% | ? | 133%[activator] | 13% | -13% | 34
39. COc1ccc(S(=O)(=O)N2CCOC2CNC(=O)C(=O)NCCc2ccc(OC)c(OC)c2)cc1 (centres undefined)
  0% | 3% | 9% | ? | -2% | -68*
40. COCCNC(=O)C(c1ccc(C)cc1)N(C(=O)CCC(=O)Nc1ccccn1)C1CCCCC1 (centres undefined)
  13% | nt | 12% | 11% | 7% | 26
41. Cc1cc(C(=O)COC(=O)c2ccc(N)c([N+](=O)[O-])c2)c(C)n1-c1ccc2c(c1)OCO2
  -1% | -3% | -14% | 2µM* | ? | -74*
42. O=C(O)CCS(=O)(=O)Cc1ccccc1F
  39%[activator] | 11% | -3% | 19% | -4% | 21
43. COc1ccc(/C=N/N2C(=N)SCC2=O)cc1
  5% | -4% | 25% | 3% | 0% | 11
44. Cc1nc(SCC(=O)NC2CCCC2)c2c(C)c(C)sc2n1
  -1% | 5% | 0% | -8% | -5% | 0
45. COC(=O)C1=C(N)n2c(s/c(=C\c3cccnc3)c2=O)=C(C(=O)OC)C1c1cccnc1 (centres undefined)
  -1% | 1% | nt | nt | -2% | nt
46. COc1cc(NC(=O)CSc2nc(=O)n(CCN3CCOCC3)c3c2CCC3)cc(OC)c1
  2% | nt | -15% | 23% | -22% | -21
47. Cc1c(Cl)cccc1NC(=O)CCN1CCOCC1
  2% | 12% | -5% | -17% | ? | 7
48. CCOc1ccc(-c2nn(CC(=O)NC3CCCC3)c3c2cnc2ccc(F)cc23)cc1
  5% | nt | nt | nt | 21% | 27
49. O=c1cc(O)c2sc(Nc3cccc(C(F)(F)F)c3)nc2[nH]1
  -3% | -24% | -3%[2.32 µM] | 11% | 0% | -40
50. CC1(C)CC(=O)C2=C(C1)OC(N)=C(C#N)C2Cc1ccccc1 (centres undefined)
  -32% | 0% | 2% | -6% | -3% | nt
51. Cc1ccc(S(=O)(=O)N2CCOCC2)cc1C(=O)Nc1nc(-c2cccnc2)cs1
  -10% | -8% | -3% | -15% | 0% | -16
52. COc1cc(NC(=O)c2noc3c2CCC3)c(OC)cc1Cl
  ? | -19% | ? | ? | 4% | 78
53. CCN(Cc1ccccc1)C(c1ccc(C(F)(F)F)cc1)c1nnnn1C(C)(C)C (centres undefined)
  nt | nt | -3% | 1% | nt | -14
54. CCCc1c(O)nc(SCC(=O)N2CCCCC2)[nH]c1=O
  -5% | -18% | -5% | 12% | -19% | -12
55. O=C(/C=C/c1ccc([N+](=O)[O-])cc1)Nc1cccnc1
  5% | -2% | 19% | -7% | -1% | 52
56. Cc1cccc(N2C(=O)c3ccccc3C2=O)n1
  2% | 1% | -2% | 22% | -3% | 1
57. CCC(C)NCC(=O)Nc1ccc(-c2nc3cc(NC(=O)CNC(C)CC)ccc3o2)cc1 (centres undefined)
  2% | 7% | 3% | 13% | -1% | -84*
58. Cc1ccc2c(=O)c(C(=O)c3cccc(Cl)c3)cn(CC(=O)NCc3ccccc3)c2n1
  6% | nt | nt | nt | -3% | -12
59. O=C(NC1(Cc2ccccc2)CCN(CCCc2ccccc2)C1=O)c1ccccc1 (centres undefined)
  -3% | nt | 11% | ? | 1% | -98*
60. COc1ccc(C(=O)OCC(=O)NC2CC2)cc1S(=O)(=O)N(C)Cc1ccccc1
  6% | nt | -3% | 12% | -12% | -12
